Bioassay records as filed in PubChem BioAssay.
M. tuberculosis GlmU: inhibition of mycobacterial GlmU enzyme – biochemical, glucosamine-1-phosphate acetyltransferase (AID 1376); M. tuberculosis GlmU acetyltransferase enzyme assay; higher % means a stronger effect; inhibition, %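 (tested at 30 µM in the primary screen)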, or IC50 in µM where a hit was titrated; 0.25% of 220,000 active; in the data active = inhibition above about 13%;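 note: 0% = complete reaction with vehicle and 100% = reaction without substrate; strong numbers were not always called active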
RmlCD inh 1536: blocks M. tuberculosis RmlC and RmlD coupled enzymes; RmlC+RmlD coupled enzyme assay, percent inhibition; primary screen in compound mixtures; inhibition, % at 3.6 µM; 0.03% of 160,000 active; in the data active = inhibition mostly above about 34%, no sharp cut-off; note: some results filed as inactive read as strong as hits
Target sequence (P9WH09 whole entry, looked up): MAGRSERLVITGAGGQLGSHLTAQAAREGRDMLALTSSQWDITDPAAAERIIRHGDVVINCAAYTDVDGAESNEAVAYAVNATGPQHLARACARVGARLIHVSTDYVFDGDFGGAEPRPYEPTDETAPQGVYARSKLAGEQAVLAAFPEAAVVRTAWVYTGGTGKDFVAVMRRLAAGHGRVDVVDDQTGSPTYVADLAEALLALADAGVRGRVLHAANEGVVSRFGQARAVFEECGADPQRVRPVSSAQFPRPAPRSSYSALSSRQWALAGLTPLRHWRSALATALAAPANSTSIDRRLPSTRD
Target sequence (P9WH11 whole entry, looked up): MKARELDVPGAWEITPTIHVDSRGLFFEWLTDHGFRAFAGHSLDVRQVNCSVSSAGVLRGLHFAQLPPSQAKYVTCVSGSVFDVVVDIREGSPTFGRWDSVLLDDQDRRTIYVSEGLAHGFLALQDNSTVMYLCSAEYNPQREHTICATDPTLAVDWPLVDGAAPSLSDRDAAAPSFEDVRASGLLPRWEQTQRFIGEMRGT
Numbers without * were called inactive; / = not tested or not shown. Not all compounds are listed. The share of hits here may be higher or lower than overall.

SMILES	M. tuberculosis GlmU	RmlCD inh 1536
O=C(Cc1cccs1)N/N=C/C=C/c1ccccc1	1.8%	-17
CCc1ccc(NC(=O)Cn2nc(C(F)(F)F)c3c2CCC3)cc1	6.6%	5
Cc1ccc(NC(=O)/C=C/C(=O)O)c([N+](=O)[O-])c1	-1.8%	13
CCOC(=O)c1c(C)c(C(=O)NCc2ccco2)c(C)n1C	-0.2%	-9
CCCCN(CC)S(=O)(=O)c1ccc(C(=O)N=c2sc3cc(NC(C)=O)ccc3n2C)cc1	2.8%	-1
CO/N=C/C(C#N)=C/c1cc(C(=O)c2ccc(F)cc2)cn1C	2.0%	-12
Cc1ccc(C)c(NC(=S)N2CCCCC2CO)c1 (centres undefined)	0.3%	6
CCOC(=O)N1CCN(C(=O)CN2C(=O)COc3ccc(C)cc32)CC1	3.8%	/
Cc1ccc(C(=O)Nc2cccnc2Oc2ccc(Cl)cc2)cc1	3.6%	/
CCCC(=NCC(=O)O)C1=C(O)C(C(=O)OC)C(C)(C)CC1=O (centres undefined)	3.4%	5
CN=C(C)C1=C(O)C(C(=O)OC)C(C)(C)CC1=O (centres undefined)	6.0%	11
CCC(C)(C)NC(=O)c1cccc(NC(=O)C(C)C)c1	-2.2%	3
CCn1nnnc1SCC(=O)Nc1nc(-c2cccs2)cs1	2.7%	8
CC(C)(C)C(=O)OCc1cn(-c2ccc(Cl)cc2)nn1	-2.4%	/
CCOc1ccc(NC(=O)CSc2nnc(Cn3cnc([N+](=O)[O-])n3)n2C)cc1	-1.0%	-11
COc1ccccc1/C=N/OC(=O)c1ccc(C)cc1	0.2%	-12
CC(C)n1nc(C(=O)OCC(=O)N(C)C2CCS(=O)(=O)C2)c2ccccc2c1=O (centres undefined)	6.1%	20
COc1ccccc1/C=C/C(=O)OCC(=O)NCc1ccco1	-1.3%	-2
Nc1c2nc(-c3ccccc3)[nH]c(=O)c2nc(=O)n1-c1ccccc1	-1.8%	/
C/C(=N\NC(=O)COc1ccccc1-c1ccccc1)c1cccnc1	-0.6%	/
O=[N+]([O-])c1ccc(-c2csc(N3CCc4ccccc4C3)n2)cc1	-0.6%	-6
Cc1coc2c(C)c3oc(=O)c4c(c3cc12)CCCC4	-0.8%	/
CC1=C(C(=O)NCc2ccccc2)C(c2cc(Br)cc(Br)c2OC(C)C)NC(=O)N1 (centres undefined)	0.9%	/
Cc1ccn2c(C(=O)N/N=C\c3ccc4c(c3)OCO4)c(C)nc2c1	1.3%	/
COC(=O)c1ccc(OC(=O)c2ccccn2)cc1	1.0%	/
O=C(Nc1cccc2ccccc12)c1ccc([N+](=O)[O-])s1	1.8%	/
COc1ccc(Nc2sc(C(=O)c3ccc(Cl)cc3)c(N)c2C(=O)Nc2ccccc2OC)cc1	1.9%	/
Nc1ncnc(N(c2ccccc2)C2CCCCC2)c1[N+](=O)[O-]	1.7%	/
CC(NC(=O)COC(=O)CCc1nc(=O)c2ccccc2n1C)c1ccccc1 (centres undefined)	3.2%	0
COc1cc(C=O)ccc1Oc1nnnn1-c1ccccc1	2.5%	8
Cn1c2ccccc2c(=O)c2c(=O)n(-c3ccc(F)cc3)c(-c3cccs3)nc21	-4.6%	2
CC(=O)Nc1ccc(/C=C(\C#N)C(=O)NC2CCCCC2)cc1	0.2%	/
CCC(C)(C(=O)NC1CCCC1)N(C(=O)CNC(C)=O)c1ccccc1 (centres undefined)	2.0%	-6
CC(=O)N1CC=CC1(CC(C)C)C(=O)NCCc1c[nH]c2ccccc12 (centres undefined)	1.6%	/
Cc1ccc(SCCCCN2C(=O)NC(C)(C)C2=O)cc1	0.3%	/
c1ccc(-c2nnc(C3CC(c4cccnc4)=NO3)o2)cc1 (centres undefined)	-1.1%	/
COC(=O)CCC(=O)OC1(C)C(=O)C2=CN(Cc3ccccc3)C(c3ccc(OC)cc3)=CC2=C(Br)C1=O (centres undefined)	-1.1%	/
CCn1cc(C(=O)O)c(=O)c2cc(S(=O)(=O)N(C)C)ccc21	4.0%	18
O=[N+]([O-])c1ccc(CSc2ccc(-c3ccccn3)nn2)cc1	-1.1%	/
CCc1nnc(NC(=O)[C@@H](NC(=O)c2cccc(S(=O)(=O)N(CC)CC)c2)C(C)C)s1	-4.5%	-6
COC(=O)C1C2C=CC3(CN(C(C)C)C(=O)C13)O2 (centres undefined)	-0.5%	6
CSc1ccccc1NC(=S)Nc1ccccc1C(F)(F)F	-1.5%	/
COc1ccc(C=O)cc1Cn1ccnc1	-2.9%	7
Cn1c(CCCOc2ccc(Cl)cc2Cl)nnc1SCC(=O)Nc1nccs1	0.6%	17
COC(=O)c1cc2ccsc2n1Cc1ccccc1F	3.5%	16
COc1ccc(NC(=O)CN(C)CC(=O)Nc2cccc(S(=O)(=O)N(C)c3ccccc3)c2)cc1	-6.2%	5
Cc1ccccc1C(=O)N=c1sccn1C	2.5%	-12
COc1ccc(NC(=O)CCS(=O)(=O)c2ccc3c(c2)CCCN3C(C)=O)cc1	0.2%	12
CCc1ccc(NC(=S)N(CCN(C)C)C(C)c2ccncc2)cc1 (centres undefined)	-4.1%	-6
O=C(NCCc1c[nH]c2ccccc12)C(F)(F)C(F)F	-0.9%	/
COc1ccc(OCC(=O)NCCCN2CCOCC2)cc1	-3.5%	/
Cc1ccccc1NC1(C#N)CCCCC1	5.1%	-6
CCOC(=O)c1c(C)sc2c1N(C(C)=O)c1cc(Cl)ccc1S2	-4.7%	/
O=C(CC1CCCC1)Nc1nc2ccccc2[nH]1	0.4%	/
COC(=O)N/N=C/c1cn(Cc2ccccc2F)c2ccccc12	3.6%	4
O=C1N/C(=N/O)S/C1=C/c1cccnc1	-6.9%	0
O=C(O)Cc1ccc(NC(=S)Nc2ccc(Br)cc2Cl)cc1	3.0%	4
O=c1cc(N2CCOCC2)[nH]c(=O)n1C1CCCCC1	0.0%	4
Cc1oc(-c2cc(F)cc(F)c2)nc1CN1CCSCC1	-0.6%	-4
OCc1cn(-c2ccccc2)nc1-c1ccc(-c2nn(-c3ccccc3)cc2CO)cc1	-4.4%	8

Part of the list above in order of number of heavy atoms, falling:
SMILES	M. tuberculosis GlmU	RmlCD inh 1536
Cn1c(CCCOc2ccc(Cl)cc2Cl)nnc1SCC(=O)Nc1nccs1	0.6%	17
CCc1ccc(NC(=S)N(CCN(C)C)C(C)c2ccncc2)cc1 (centres undefined)	-4.1%	-6
O=C(NCCc1c[nH]c2ccccc12)C(F)(F)C(F)F	-0.9%	/
O=C1N/C(=N/O)S/C1=C/c1cccnc1	-6.9%	0

Next results.
SMILES	M. tuberculosis GlmU	RmlCD inh 1536
COc1ccc(C2CC(c3c(-c4ccccc4)c4cc(Cl)ccc4[nH]c3=O)=NN2S(C)(=O)=O)cc1 (centres undefined)	-1.7%	/
O=C(c1[nH]ncc1-c1cccc(Br)c1)C1CO1 (centres undefined)	1.8%	30
O=C(Oc1cccc(/C=N/Nc2nc(Nc3ccccc3)nc(N3CCOCC3)n2)c1)c1ccco1	-1.0%	2
Cc1onc(-c2c(Cl)cccc2Cl)c1C(=O)NCc1cccs1	-2.1%	9
O=C(c1cccc(C(F)(F)F)c1)N1CCCCCC1	-1.1%	-13
c1ccc(OCCSc2nnnn2-c2ccccc2)cc1	7.0%	/
O=C(Cc1ccccc1)NNC1CC(=O)N(c2ccc(Cl)cc2)C1=O (centres undefined)	-0.9%	/
COC(=O)c1[nH]c2cccc(OC)c2c1NC(=O)CN(C)CC1OCCO1	1.0%	12
CCSc1ccc2nnc(-c3cccc(F)c3)n2n1	-2.4%	/
Cc1ccc2nc(NCCCN3CCOCC3)c(C=NCCCN3CCOCC3)c(=O)n2c1	-0.7%	7
O=C1N(CN2CCN(c3cccc(Cl)c3)CC2)c2ccccc2C12OCCCO2	-2.1%	11
CCOC(=O)c1[nH]c2ccc(OCC)cc2c1NC(=O)CN1CCN(c2ccccc2)CC1	-3.7%	13
O=C(NC(NC(=S)Nc1c(Cl)cccc1Cl)C(Cl)(Cl)Cl)OCc1ccccc1 (centres undefined)	1.1%	6
CCC(=O)N1N=C(c2c(O)n(C)c(=O)n(C)c2=O)CC1c1ccccc1 (centres undefined)	9.8%	5
CCOC(=O)N1CCN(c2c(NC3CCN(Cc4ccccc4)CC3)c(=O)c2=O)CC1	7.1%	/
COCCNC(=O)Cn1cc(S(=O)(=O)N2CCN(c3ccccc3F)CC2)c2ccccc2c1=O	2.9%	-12
COC(=O)c1c(O)ccc(Oc2ccccc2)c1C(=O)OC	2.4%	1
Cc1nc2ccccc2c(=O)n1/N=C1\C(=O)N(C)c2ccccc21	7.2%	-6
Cc1noc(/C=C/N(C)C)c1S(=O)(=O)N1CCCC(C(=O)NC2CCCCC2C)C1 (centres undefined)	/	-8
O=C(CSc1nc2c(c(=O)n1-c1ccccc1)SCC2)NCC1CCCO1 (centres undefined)	-5.1%	7

Some of the entries so far, as a markdown table.
| SMILES | M. tuberculosis GlmU | RmlCD inh 1536 |
| --- | --- | --- |
| CCOC(=O)c1[nH]c2ccc(OCC)cc2c1NC(=O)CN1CCN(c2ccccc2)CC1 | -3.7% | 13 |
| Cc1noc(/C=C/N(C)C)c1S(=O)(=O)N1CCCC(C(=O)NC2CCCCC2C)C1 (centres undefined) | / | -8 |

The listing picks up, repeating the 4 entries before the break.
SMILES	M. tuberculosis GlmU	RmlCD inh 1536
COC(=O)c1c(O)ccc(Oc2ccccc2)c1C(=O)OC	2.4%	1
Cc1nc2ccccc2c(=O)n1/N=C1\C(=O)N(C)c2ccccc21	7.2%	-6
Cc1noc(/C=C/N(C)C)c1S(=O)(=O)N1CCCC(C(=O)NC2CCCCC2C)C1 (centres undefined)	/	-8
O=C(CSc1nc2c(c(=O)n1-c1ccccc1)SCC2)NCC1CCCO1 (centres undefined)	-5.1%	7
CC(=O)N1CCN(c2cc(N3CCc4ccccc4C3)c(F)cc2[N+](=O)[O-])CC1	2.0%	/
Cc1ccc(OCC(=O)NC(=S)Nc2ccc3c4c(cccc24)CC3)cc1	-3.3%	/
O=C(OC1CCOC1=O)c1ccc(NS(=O)(=O)c2cccs2)cc1 (centres undefined)	-6.0%	7
O=C(Cn1cc([N+](=O)[O-])nc1[N+](=O)[O-])N1CCN(c2ccccc2)CC1	0.8%	6
CCOC(=O)c1sc(C)c2c1NC(c1ccc(N(C)C)cc1)NC2=O (centres undefined)	1.3%	/
CCCCn1ccnc1C(=O)c1cccc(S(=O)(=O)N2c3ccccc3CC2C)c1 (centres undefined)	-1.4%	5
CCOc1ncccc1C(=O)OCC(=O)c1cc(OC)ccc1OC	-0.2%	/
Cc1cc(=S)nc(-c2ccccn2)[nH]1	6.5%	-2
Cc1ccc(C(=O)NCCNS(C)(=O)=O)cc1	2.5%	-6
CC(C)(C)C(=O)Nc1ccc(-c2cnco2)cc1	/	-5
CN(C)c1ccc(C(=O)Nc2nnc(-c3ccc(Cl)cc3)o2)cc1	4.2%	7
COc1cccc(NC(=O)CN2CCC(C)CC2)c1	-2.3%	3
COCCSc1ccccc1C(=O)N1CCN(c2ccccc2OC)CC1	-1.2%	8
Cc1ccc(C(=O)NN2C(=O)c3ccc(S(=O)(=O)c4ccc(C(=O)O)cc4)cc3C2=O)cc1	-3.0%	2
Cc1cc(C)c(C#N)c(SCC(=O)C(C)(C)C)n1	0.9%	/
Cc1ccc(-c2nn3cnnc3c3ccccc23)cc1C	5.9%	-10
COc1ccc(NC(=O)CN(C)S(=O)(=O)c2ccc(C)cc2)c([N+](=O)[O-])c1	-0.5%	2
Cc1ccc(Nc2ncccc2C(=O)NCc2cccs2)c(C)c1	-1.5%	6
CN(C)c1ccc(C(=O)N/N=C/C23CC[C@@H](O)CC2(O)CC[C@@H]2[C@@H]3CCC3(C)C(C4=CC(=O)OC4)CCC23O)cc1 (some centres undefined)	-2.2%	12
C1CCC(n2nnnc2CN2CCCC2)CC1	1.9%	-3
CCOc1ccc(CC(=O)Nc2ccc(NC(=O)c3ccco3)cc2)cc1OCC	1.8%	-10
C=CCNCC(=O)Nc1sc2c(c1C(=O)Nc1ccc(OC)cc1OC)CCC2	-0.5%	-1
Cc1nnc(SCc2ccccc2)nc1-c1ccccc1	-3.2%	/
COc1ccc(OC)c(-n2c(N)c(C(=O)NCC3CCCO3)c3nc4ccccc4nc32)c1 (centres undefined)	-0.3%	-4
CCCCOc1ccc(C(C)NC(=O)CCS(=O)(=O)Cc2ccccc2F)cc1 (centres undefined)	8.0%	-1
CCc1c(C)sc(NC(=S)NC(C)C2CCCO2)c1C(=O)OC (centres undefined)	-2.3%	-7
O=C(CSc1nc2ccccc2s1)NC1CCCC1	2.2%	-4
Cc1ccc(NC(=O)Nc2cccnc2)cc1NC(=O)Nc1cccnc1	-1.9%	-3
COCCNC(=O)Cn1c(=O)n(CCCCCC(=O)Nc2ccccc2)c(=O)c2sccc21	-2.9%	7
COc1ccc(N=Cc2c(O)n(-c3cccc(C)n3)c(=O)c3ccccc23)cc1	-3.5%	/
O=S(=O)(c1ccc(Oc2ccc(-c3nnco3)cc2)nc1)N1CCC(Cc2ccccc2)CC1	2.6%	6
CC(C)CN(CC(C)C)S(=O)(=O)N1CCC(C(=O)NC2CCCCCCC2)CC1	-2.7%	-11
CCOC(=O)N1CCN(C(=O)CS(=O)Cc2nc(-c3ccc(C)cc3)oc2C)CC1 (centres undefined)	0.9%	-5
COc1ccccc1C/C(N)=N/OC(=O)c1ccc2c(c1)OCO2	1.3%	-3
COCCn1nnnc1C(c1cccs1)N1CCN(c2cc(C)ccc2C)CC1 (centres undefined)	3.5%	/
Cc1ccc(C)c(OCCCC(=O)Nc2nccs2)c1	2.7%	/
O=C(NCc1ccccc1)C1CCCN(S(=O)(=O)c2cccs2)C1 (centres undefined)	-0.5%	-13
CCCCCNCc1cccn1C	-3.0%	/
CCc1ccc(C2CC(=O)Nc3c2c(=O)nc2c(C)cccn32)cc1 (centres undefined)	2.3%	5
